# From PubChem BioAssay
# GLP1R ag = qHTS of GLP-1 Receptor Agonists. Glucagon-like peptide 1 receptor (Homo sapiens), P43220. HEK293 GLP-1R CRE-luciferase, luminescence, 4-6 h; cells express a hypersensitive GLP-1R form. Potency, µM (highest dose often 45.6 µM), for the others: at the top dose activation, most hits filed as activators. 380,000 compounds, 0.007% hits; note: potency is the fitted concentration of half-maximal effect; % of control where 0% means no effect
# Target sequence (P43220 whole entry, looked up): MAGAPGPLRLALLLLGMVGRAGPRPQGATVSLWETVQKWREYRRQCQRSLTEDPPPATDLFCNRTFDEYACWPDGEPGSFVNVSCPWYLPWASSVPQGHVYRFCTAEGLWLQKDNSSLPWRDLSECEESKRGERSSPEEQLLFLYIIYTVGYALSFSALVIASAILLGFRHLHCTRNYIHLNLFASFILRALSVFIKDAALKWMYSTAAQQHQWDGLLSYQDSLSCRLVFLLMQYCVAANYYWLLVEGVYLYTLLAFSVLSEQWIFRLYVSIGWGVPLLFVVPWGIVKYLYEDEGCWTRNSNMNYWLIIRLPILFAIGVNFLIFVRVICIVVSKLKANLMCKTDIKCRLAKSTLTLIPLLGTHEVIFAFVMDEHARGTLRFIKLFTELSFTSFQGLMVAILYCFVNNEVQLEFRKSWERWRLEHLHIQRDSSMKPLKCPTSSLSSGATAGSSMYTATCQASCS
# TDP43 rescue = qHTS of TDP-43 Inhibitors; Potency, µM (series often up to 46.1 µM), for inactives: at the top dose growth rescue (activation), actives largely listed as activators; TDP-43 expressing yeast growth rescue, BacTiter-Glo, 24 h; AID 652104, 2013; 410,000 compounds, 1.8% hits; note: potency is the fitted concentration of half-maximal effect; % of control where 0% means no effect; nearly all actives have a fitted effect of over 50% in size
#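 Galactose-induced TDP-43 yeast, OD600=0.02, compound pinned; 24 hr, 30 deg C; BacTiter-Glo luminescence for growth. Inhibitors of TDP-43 toxicity read as activators.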
# D3 ag = qHTS of D3 Dopamine Receptor Agonist: qHTS; 410,000 compounds, 0.58% hits; max activation, %; D3R DiscoveRx beta-arrestin cells, luminescence, 90 min; D(3) dopamine receptor (Homo sapiens), P35462; in the data active = max activation above about 30%; note: 0% is about no effect; mostly tested at two doses, the higher about 12 µM
#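 Agonist-mode cell screen: cells plated at 1500/well and incubated overnight at 37 °C, then exposed to library compounds for 90 min at 37 °C. Detection reagent was added for 30–60 min at room temperature, and luminescence was read.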
# PTHR1 agonist = qHTS for PTHR1 Agonists: Primary Screen. Parathyroid hormone/parathyroid hormone-related peptide receptor (Homo sapiens), Q03431. 410,000 compounds, 0.075% hits. AID 743266, 2014. Potency, µM (series often up to 115 µM), for the others: at the highest dose activation, most hits filed as activators. HEK293 GP2 PTHR1 cells, GloSensor cAMP luminescence, 1 h; note: potency is the fitted concentration of half-maximal effect; nearly all actives have a fitted effect of over 55% in size; some results filed as inactive show a strong effect at the top dose; inactives centre near -15; many of its hits are not listed in these tables
# Target sequence (Q03431 whole entry, looked up): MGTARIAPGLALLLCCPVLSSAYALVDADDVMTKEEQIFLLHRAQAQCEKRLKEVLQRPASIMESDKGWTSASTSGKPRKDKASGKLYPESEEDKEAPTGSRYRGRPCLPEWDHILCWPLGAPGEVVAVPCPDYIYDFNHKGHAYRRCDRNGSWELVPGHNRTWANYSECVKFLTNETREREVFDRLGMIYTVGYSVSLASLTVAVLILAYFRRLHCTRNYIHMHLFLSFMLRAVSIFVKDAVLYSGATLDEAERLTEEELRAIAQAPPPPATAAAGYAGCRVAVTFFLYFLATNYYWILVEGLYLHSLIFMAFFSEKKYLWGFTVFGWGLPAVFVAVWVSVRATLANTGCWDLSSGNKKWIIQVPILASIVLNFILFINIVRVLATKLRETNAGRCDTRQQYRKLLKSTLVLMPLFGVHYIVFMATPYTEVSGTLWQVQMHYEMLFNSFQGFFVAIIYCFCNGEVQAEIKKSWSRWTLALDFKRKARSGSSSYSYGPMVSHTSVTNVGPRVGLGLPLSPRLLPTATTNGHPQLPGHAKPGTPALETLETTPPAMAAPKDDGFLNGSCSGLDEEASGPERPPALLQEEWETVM
#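 HEK-293-derived GP2 cells expressing PTHR1 and a GloSensor cAMP reporter, 3,000/well, plated overnight, given luciferin plus IBMX (each 0.5 mM as added) for 1 h at 37 °C, then compound for 1 h at 37 °C. Luminescence was read after 15 min at room temperature.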
# KB-V1 MDR tox = qHTS assay for MDR1-selective chemotherapeutics: Primary screen using the drug-selected MDR subline cells KB-V1; KB-V1 MDR cells viability, CellTiter-Glo, 72 h; Potency, µM (top dose mostly 46.1 µM), for inactives: at the highest dose activity change, negative = cytotoxicity, usual class: cytotoxic; 400,000 compounds, 3.4% hits; AID 1347076, 2019; note: potency is the fitted concentration of half-maximal effect; % is set by controls: 0 for no effect and ±100 for the full control effect; nearly all actives have a fitted effect of over 60% in size
#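 Potencies derive from concentration-effect curves fitted to normalized luminescence (CellTiter-Glo) of KB-V1 cells treated for 72 h at 37 degrees C in phenol-red-free DMEM containing 10% FBS.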
# DRD3 antagonist = qHTS of D3 Dopamine Receptor Antagonist: qHTS; AID 652054, 2013; 360,000 compounds, 2.5% hits; max response, negative = inhibition, %; D3R cells, DiscoveRx beta-arrestin luminescence, antagonist mode; stronger effect = lower value; D(3) dopamine receptor (Homo sapiens), P35462; in the data active = max response below about -50%; inconclusive = no clear call, values can overlap the other calls; note: % is set by controls: 0 for no effect and ±100 for the full control effect; mostly tested at two doses, the higher about 12 µM
#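 Cells plated overnight at 1500 cells/well, then exposed to library compounds with dopamine controls for 90 minutes at 37 degrees C. DiscoveRx reagent added for 30–60 minutes at room temperature; luminescence read, quantitative HTS format.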
# GLP1R inv ag = qHTS of GLP-1 Receptor Inverse Agonists (Inhibition Mode). 410,000 compounds, 1.6% hits. HEK293 GLP-1R CRE-luciferase, luminescence, 24 h; GLP-1R form is constitutively active. Glucagon-like peptide 1 receptor (Homo sapiens), P43220. Potency, µM (titrated, usually from 38.3 µM), inactives show at the highest dose activity change, negative = inhibition, actives largely listed as inhibitors; note: potency is the fitted concentration of half-maximal effect; % is set by controls: 0 for no effect and ±100 for the full control effect; nearly all actives have a fitted effect of over 55% in size
#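 Inverse agonism was detected as reduced cAMP-driven luciferase luminescence after 24 h compound treatment. The cells were HEK293 clones expressing constitutively active human GLP-1R with the reporter. Reporter-only and GPR119 cell lines served as counterscreen controls.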
# aSyn rescue = qHTS of alpha-syn Inhibitors | Yeast expressing alpha-synuclein, growth rescue, BacTiter-Glo, 24 h | Potency, µM (series often up to 46.1 µM), for the others: at the top dose growth rescue (activation), actives largely listed as activators | 370,000 compounds, 0.14% hits | AID 652106, 2013; note: potency is the fitted concentration of half-maximal effect; % of control where 0% means no effect; nearly all actives have a fitted effect of over 65% in size
#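 Screening used galactose-induced yeast with toxic alpha-synuclein levels, exposed to compound for 24 hr at 30 deg C. Cell growth, read with BacTiter-Glo luminescence, gave the measured signal.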
# GLP1R cytotox = qHTS of GLP-1 Receptor Inverse Agonists: Cytotox Screen; HEK293 cAMP-luciferase reporter cells, luminescence, 24 h; Potency, µM (top dose mostly 38.3 µM), for the others: top-dose activity change, negative = inhibition, most hits filed as inhibitors; 410,000 compounds, 0.13% hits; AID 624418, 2012;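 note: loss of luciferase light is scored as toxicity; potency is the fitted concentration of half-maximal effect; % is set by controls: 0 for no effect and ±100 for the full control effect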
#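 Here, cytotoxicity is scored as loss of luminescence. The MLSMR collection was tested on cells seeded in medium containing 10% Nu serum, with a 24 hr compound exposure preceded by 12 hours of culture.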
# Starred values were filed as active, the others as inactive; i = inactive; ? = inconclusive; / = no result given; & = joins results of further samples; [ ] = remark or other dose. Unless noted, calls come from the whole dose curve; as a rule, active = well fitted curve in the direction sought with a large enough effect; inconclusive = small, poorly fitted or top-dose-only effect, or another doubt; inactive = no such curve, though single readings can be large; an effect the other way counts as inactive or inconclusive.
SMILES,GLP1R ag,TDP43 rescue,D3 ag,PTHR1 agonist,KB-V1 MDR tox,DRD3 antagonist,GLP1R inv ag,aSyn rescue,GLP1R cytotox
CC(C)CC(c1nnnn1Cc1ccco1)N1CCN(c2cccc(Cl)c2)CC1 (stereo not given),1%,-14%,2,-11%,?,-11,10µM*,0%,-1%
CCOc1ccccc1NC(=O)COC(=O)Cc1ccsc1,3%,19%,2,i,0%,7,9%,-5%,9%
COc1cc2c(C#N)c(N3CCCC3)nc(N)c2c(N)n1,1%&22%,-4%&9%,7&2,i,?,-5&1,30%&141%,1%&23%,7%&-2%
NS(=O)(=O)c1ccc(CCNC(=O)Cc2ccccc2[N+](=O)[O-])cc1,8%,-1%,4,i,?,-11,10%,2%,-8%
O=[N+]([O-])c1ccc(N2CCN(c3nc(-c4ccc(Cl)cc4)cs3)CC2)cc1,7%,16%,4,-35%[57.5 µM],-19%,18,-19%,-11%,9%
COc1ccc(OC)c2sc(NC(=O)C3COc4ccccc4O3)nc12 (stereo not given),-1%,-9%,-7,-13%,8%,4,?,20%,-1%
O=C(NCCc1ccccc1)c1ccc(CSc2nc3ccncc3n2Cc2ccccc2F)cc1,/,8%,-21,-57%[inhibitor],2%,/,?,/,1%
Cc1cc(NS(=O)(=O)c2ccc(NC(=O)COc3c(C)cc(Br)cc3C)cc2)no1,0%,-2%&15%,7&3,-24%,5%,4,-18%&-15%,14%,10%&1%
COc1ccccc1/C=C/C=N/n1c(-c2cc(C)[nH]n2)n[nH]c1=S,-3%,23%,9,i,-25%,?,27%,0%,11%
Cc1cc(C(=O)OCC(=O)Nc2cccc(S(N)(=O)=O)c2)c(C)o1,-3%,5%,3,i,20%,16,35%[activator],2%,9%
CCOC(=O)C(NS(=O)(=O)c1ccccc1)(C(F)(F)F)P(=O)(OC(C)C)OC(C)C (stereo not given),-13%,-2%,4,-23%[57.5 µM],7%,0,-11%,-7%,-12%
Cc1cc(NC(=O)c2ccc3sc([C@@H]4O[C@H](CO)[C@H](O)[C@H](O)[C@H]4O)nc3c2)no1,5%,10%,-12,0%,-7%,0,17%,-1%,-9%
CCC(C)(C)NC(=O)C(c1cccc(OC)c1)N(C(=O)c1ccn[nH]1)c1cccc(OC)c1 (stereo not given),-4%,0%,0,i,?,52,0%,-2%,-12%
Cc1ccc(F)cc1NC(=O)CCC(=O)c1cccs1,-2%,-3%,0,i,3%,15,1%,-15%,-7%
CC(C)(C)NC(=O)N1CCN(c2ncccc2C(F)(F)F)CC1,-7%,2%,-20,i,4%,?,13%,3%,-2%
CCN1CCN(C(=O)/C=C/c2ccc(OC)cc2)CC1,-4%,-3%,-13,-4%,-6%,0,-21%,1%,-15%
CN(CC(=O)Nc1cccc(F)c1)C(=O)COc1cccc2c1OC(C)(C)C2,0%,21%,5,i,?,10,?,3%,3%
Cc1ccc(NCc2cc3cc4c(cc3n(CC(=O)Nc3ccc(C)cc3)c2=O)OCCO4)cc1,/,14%,0,-9%,/,/,10%,-2%,5%
COC(=O)C(C(=O)NCC1CCCO1)C1CCCC1 (stereo not given),6%,7%,0,?,6%,13,10%,4%,14%
O=C(c1ccc(F)cc1)N1CCC(c2nc3ccccc3s2)CC1,/,?,0,-37%[inhibitor],?,/,-15%,/,0%
CSc1nc(C)cc(OCC(=O)N/N=C/c2ccccc2O)n1,2%,-10%,0,-41%[inhibitor],-38%,10,?,1%,?
Cc1cnc(C(=O)Nc2ccc(F)cc2)cn1,-6%,22%,-1,-44%[inhibitor][57.5 µM],?,10,-9%,-9%,3%
CC1CCCCC1NC(=O)CCCn1c(=S)[nH]c2ccccc2c1=O (stereo not given),4%,-14%[9.22 µM],-5,-23%,-38%,-18,14%,2%,12%
O=C(CSc1nnc(Nc2ccccc2F)s1)NC(=O)CN1CCCC1=O,8%,9%,-1,i,13%,-1,4%,-5%,4%
COc1cccc(-c2nnc(-c3ccc4ccccc4c3)o2)c1,4%,22%,8,-38%[inhibitor],-21%,13,?,0%,-10%
# Next section.
SMILES,GLP1R ag,TDP43 rescue,D3 ag,PTHR1 agonist,KB-V1 MDR tox,DRD3 antagonist,GLP1R inv ag,aSyn rescue,GLP1R cytotox
CC1(C)CC(=O)C/C(=N\NC(=O)C2C3CCCCC32)C1 (stereo not given),23%,-11%,3,i,6%,9,45%[activator],-7%,-7%
CC(C)c1ccccc1OCC(=O)Nc1ccc2[nH]ncc2c1,4%,?,1,i,-25%,-7,11%,8%,-7%
Cc1ccc(OCC(=O)OC2CCCN(C)C2)cc1 (stereo not given),11%,-26%,1,i,-5%,-4,-6%,0%,7%
CCCCN(CCCC)S(=O)(=O)c1ccc(NS(=O)(=O)c2ccc(NC(C)=O)cc2)cc1,1%,-6%,1,?,0%,-5,-6%,0%,3%
COc1cccc(Cn2c(=O)sc3ccccc3c2=O)c1,15%,?,-2,-21%,-15%,4,?,1%,7%
Cc1ccccc1NC(=O)c1cccc2c(=O)c3c([nH]c12)CCCC3,/,0%[9.22 µM],3,-3%,-16%,/,?,/,-9%
C=CCC[C@@H](Cc1ccc(F)cc1)C(=O)OC[C@H](Cc1c[nH]c2ccccc12)NC(=O)[C@H](CC=C)CC(=O)N(CCO)Cc1ccccc1,-1%,13%,12,i,0%,83,10µM*,-5%,?
Cc1ccc(C(C)C)c(OCC(=O)Nn2c(C)nc3ccccc3c2=O)c1,5%,14µM*,2,i,-5%,9,?,5%,4%
Cc1cc(C)cc(C(=O)N2CC(=O)Nc3ccc(Br)cc3C2c2ccccc2)c1 (stereo not given),-4%,29%,3,-8%,15µM*,/,14%,-3%,5%
CCOC(=O)c1cc(C)nc(N2CCCCC2)c1C#N,19%,12%,5,i,2%,-2,18%,11%,25%
Clc1ccc2nncn2n1,2%,8%,-2,-25%,-9%,-16,12%,-1%,6%
Cc1ccc(NC2CCCN(C(=O)c3ccccc3-c3ncc[nH]3)C2)cc1C (stereo not given),-4%,8%,0,i,0%,-4,15%,-2%,-24%
Cc1ccc(-c2cc(C(=O)N/N=C\c3cnn(C)c3C)c3ccccc3n2)cc1C,5%,3%,15,-10%[57.5 µM],-17%,38,2%,-4%,-19%
CCn1c(CN2CCN(C(=O)c3ccco3)CC2)nc2c1c(=O)n(C)c(=O)n2C,-4%,6%,-1,-3%[57.5 µM],2%,6,8%,-3%,5%
CCOC(=O)COc1c(/C=N\O)cc(Cl)cc1OC,15%,-5%,3,0%,2%,-1,5%,5%,-11%
CCOC(=O)[C@H]1[C@H]2COc3cc(OC)ccc3[C@@H]2N2C(=O)c3ccc(C)cc3NC(=O)[C@@]12C,-1%,19%,7,-23%,-1%,?,7%,8%,-6%
CSc1ccc(C2(O)Cc3cccc[n+]3C2c2ccccc2)cc1 (stereo not given),-4%,-24%,-6,21%,-9%,-19,2%,-4%,0%
Cc1nn(C)c(C)c1CN(C(=O)C1CCC(=O)N(C2CCCCCC2)C1)C(C)C (stereo not given),-1%,5%,-2,-6%,?,0,19%,-1%,-5%
COc1ccc(N2C(=O)c3ccccc3NC2c2ccc(NC(C)=O)cc2)c(OC)c1 (stereo not given),1%,-2%,-18,-10%,-9%,-14,11%,2%,12%
Cc1nnc(SCC(=O)Nc2ccc(S(=O)(=O)N3CCCC3)cc2)n1N,-9%,8%,8,i,11%,16,-1%,0%,-7%
Cc1ccc([N+](=O)[O-])cc1NC(=O)c1ccc2c(c1)OCO2,1%,-14%,4,i,-5%,-2,-4%,-8%,-1%
CCc1nnc(NC(=O)c2cnccn2)s1,-5%,-7%,2,-20%[57.5 µM],19%,-14,18%,-9%,2%
CC(C)NCC(O)COCCOc1ccc(Br)cc1 (stereo not given),-3%,-13%,-3,i,6%,-7,-45%,4%,-8%
CCCNC(=O)COc1coc(CN2CCN(Cc3ccccc3)CC2)cc1=O,2%,8%,1,0%,2%,0,6%,-1%,-1%
CN(C)c1cccc(C(=O)Nc2cccc(S(=O)(=O)NC3=NCCC3)c2)c1,15%,0%,2,i,/,2,32%[activator],1%,7%
# Other entries
SMILES,GLP1R ag,TDP43 rescue,D3 ag,PTHR1 agonist,KB-V1 MDR tox,DRD3 antagonist,GLP1R inv ag,aSyn rescue,GLP1R cytotox
CC(=O)c1ccc(NC(=O)NNS(=O)(=O)c2ccc([N+](=O)[O-])cc2)cc1,-4%,14%,-9,-15%,?,3,-8%,-4%,-21%
COC(=O)/C(=C/c1c[nH]c2ccccc12)NC(C)=O,0%,-1%,-1,-8%,3%,-4,24%,-4%,11%
Cc1sc2ncnc(NCC3CCCO3)c2c1C (stereo not given),1%,15%,5,i,0%,19,17%,1%,15%
O=c1cc(C(F)(F)F)nc(SC/C=C/c2ccccc2)[nH]1,-6%,-85%[inhibitor],0,-42%[inhibitor],?,38,3%,-24%,-5%
COc1ccc(-c2cc(C(=O)NCc3ccc(F)cc3)[nH]n2)c(C)c1,-4%,19%,-18,-3%,3%,-18,-5%,-9%,-2%
CC(CC(=O)Nc1nnc(CC(C)(C)C)s1)c1ccccc1 (stereo not given),5%,15%,3,i,3%,8,?,-8%,-1%
COc1ccc(-c2cc(CCCC(=O)N3CCN(c4ccc(OC)cc4)CC3)no2)cc1,-2%,26%,5,-40%[inhibitor],3%,-1,-17%,-2%,2%

# An excerpt; rates above refer to the full screens.
